Screens from PubChem BioAssay.
S1P4 antag: antagonists of human S1P4 receptor; O95977; S1P4-expressing cells, antagonist mode, reporter read-out; inhibition, % at 4.98 µM; 220,000 tested, 0.26% active; in the data active = inhibition above about 29%;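 note: 0% = wells stimulated with agonist and 100% = vehicle wells without agonist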
S1P4 ag: human S1P4 receptor agonism. O95977. S1P4-expressing cell line, agonist reporter assay. activation, % at 4.98 µM. 220,000 tested, 0.35% active. AID 1509; in the data active = activation above about 11%;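 note: 0% = DMSO vehicle and 100% = reference agonist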
EP2 antag: EP2 receptor (human) inhibition | P43116 | 260,000 tested, 0.52% active | inhibition, % at 25 µM | C6 glioma cells expressing human EP2, cAMP TR-FRET; cells stimulated with saturating PGE2 | AID 1422;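 active = percent inhibition above 40 after rounding to a whole number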;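 note: rat C6 glioma host cells with rolipram phosphodiesterase inhibitor present; the protocol text gives 20 µM as final concentration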
eIF4E 4G PPI: eIF4E/eIF4G interaction inhibition in translation initiation | 220,000 tested, 0.37% active | P63073+Q04637 | TR-FRET eIF4E-eIF4GI(517-606) binding, 2 h | inhibition, % at 21.7 µM;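 active = inhibition above about 30%, limit read from the data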;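 note: 0% = full FRET control wells and 100% = background wells lacking eIF4GI fragment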
EP2 modulator: modulators of human EP2 prostaglandin E2 receptor | 260,000 tested, 0.83% active | P43116 | EP2-expressing cells, cAMP HTRF FRET, PGE2 co-stimulation | induction, % at 25 µM | AID 940;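 active = compounds whose cAMP rise, as percent of the full-agonist control response, exceeds 60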;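 note: rat C6 glioma line stably carrying human EP2 under a CMV promoter; the protocol text gives 20 µM as final concentration; 100% = response of wells given 1 µM PGE2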
p97 inhibitor: human p97 ATPase inhibition. AID 1481. inhibition, % at 8 µM. 220,000 tested, 0.42% active. recombinant p97 ATPase, Kinase-Glo ATP luminescence, 3 h; in the data active = inhibition above about 15%;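 note: 0% = DMSO vehicle and 100% = wells lacking enzyme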
NPY-Y1 PAM-ag: potentiates or activates human NPY-Y1 receptor. P25929. NPY-Y1 expressing cells, potentiator/agonist activation. activation, % at 3.6 µM. 220,000 tested, 0.37% active; in the data active = activation above about 33%, passing the limit was not always enough;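 note: cells stimulated with NPY at EC10 then isoproterenol at EC100; 0% = low agonist plus stimulus and 100% = saturating agonist plus stimulus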
Target sequence (P25929 whole entry, looked up): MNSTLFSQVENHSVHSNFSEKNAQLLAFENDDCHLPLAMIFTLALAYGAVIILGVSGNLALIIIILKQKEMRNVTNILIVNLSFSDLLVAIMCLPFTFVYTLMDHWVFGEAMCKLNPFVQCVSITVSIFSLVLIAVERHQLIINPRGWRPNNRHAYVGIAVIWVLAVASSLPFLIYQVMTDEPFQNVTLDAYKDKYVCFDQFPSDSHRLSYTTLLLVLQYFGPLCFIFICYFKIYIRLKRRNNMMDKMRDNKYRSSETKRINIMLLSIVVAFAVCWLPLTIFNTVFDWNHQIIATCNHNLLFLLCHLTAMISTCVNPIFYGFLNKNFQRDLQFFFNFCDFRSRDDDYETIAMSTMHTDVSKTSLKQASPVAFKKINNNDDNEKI
NPY Y1 blocker: NPY-Y1 (human) receptor antagonism; P25929; HEK293-CNG Y1 cells, membrane potential fluorescence; NPY at EC95, then isoproterenol; inhibition, % at 3.6 µM; 200,000 tested, 1% active;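 active = inhibition above the campaign mean inhibition of all tested compounds plus 3 SD, cut at about 20% in these data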;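 note: 0% = DMSO wells given NPY plus isoproterenol and 100% = isoproterenol alone without NPY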
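Material: HEK293 Y1/CNG channel cell line | Also added: NPY (25 nM), isoproterenol (1 µM), Ro 20-1724 (25 µM) | Compound: One concentration, 3.6 µM, in 0.4% DMSO | Schedule: 3 h dye uptake, 1 h room-temperature compound, 45 min post-isoproterenol | Signal: Membrane-potential fluorescent dye readout | Read-out: % inhibition of NPY effect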
NPY2 pot ag: human NPY-Y2 potentiation or agonism, primary screen; P49146; 220,000 tested, 0.45% active; cells expressing NPY-Y2, potentiator/agonist read-out; activation, % at 3.6 µM; in the data active = activation above about 27%;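 note: cells stimulated with NPY near EC25 plus isoproterenol at EC100; 0% = vehicle plus submaximal agonist and 100% = vehicle plus saturating agonist; some results beyond the cut were filed as inactive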
Target sequence (P49146 whole entry, looked up): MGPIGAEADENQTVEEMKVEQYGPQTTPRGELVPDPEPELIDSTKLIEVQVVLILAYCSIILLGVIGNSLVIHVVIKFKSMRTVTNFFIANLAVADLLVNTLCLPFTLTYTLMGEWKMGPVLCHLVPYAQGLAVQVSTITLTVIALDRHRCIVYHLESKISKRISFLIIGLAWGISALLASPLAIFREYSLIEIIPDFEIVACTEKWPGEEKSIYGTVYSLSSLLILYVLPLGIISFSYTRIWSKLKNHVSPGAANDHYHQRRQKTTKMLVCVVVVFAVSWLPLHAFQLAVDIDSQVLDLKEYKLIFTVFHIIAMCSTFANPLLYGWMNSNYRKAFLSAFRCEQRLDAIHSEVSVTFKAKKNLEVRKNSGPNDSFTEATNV
* marks the source's active call; other numbers are inactive results; x = not tested or not shown; & = joins results of further samples; [ ] = remark or other dose. Some of the compounds tested, so the mix of outcomes need not match the whole.

SMILES	S1P4 antag	S1P4 ag	EP2 antag	eIF4E 4G PPI	EP2 modulator	p97 inhibitor	NPY-Y1 PAM-ag	NPY Y1 blocker	NPY2 pot ag
O=C(CNCc1ccc(Cl)cc1)Nc1cccc(C(=O)O)c1	-12	1.3	12	1	1	7	13	0	16
CC(C)CCn1c(SCc2ccc(Cl)cc2)nc2c1c(=O)[nH]c(=O)n2C	-6	-1.2	9	-17	52	3	-13	7	-36
Cc1ccc(C)c(N2CCN(S(=O)(=O)c3cccc4cccnc34)CC2)c1	-11	-1.5	11	0	-32	-1	-12	3	4
CCOc1cc2c(cc1OCC)C(C(=O)O)C(c1cc(OC)c(OC)c(OC)c1)N(C)C2=O (stereo unspecified)	-18	3.2	13	-18	26	-1	16	2	-4
CC1(C)CC(=O)C2=C(C1)N(CCN1CCOCC1)C1=C(C(=O)CC(C)(C)C1)C2c1ccc(Cl)c([N+](=O)[O-])c1	-15	-0.6	3	-1	4	3	-1	-5	16
CC(C)c1ccc(C(=O)CSc2ncn[nH]2)cc1	-2	0.0	16	0[fluorescence artefact?]	28	-3	-20	1	-2
CCN1CCCC1CNC(=O)c1ccc(N2CCCC2=O)cc1 (stereo unspecified)	-2	0.9	14	-3	-17	5	-7	-1	3
O=C(COC(=O)c1ccccc1Cl)NCCC1=CCCCC1	-1	1.0	5	3	-30	-6	-18	4	-22
Cc1cccc(NC(=O)CCc2c(C)nc3ncnn3c2C)n1	-12	-0.5	4	-3	9	-1	2	-4	-9
CCOC(=O)c1c(C)noc1-c1ccc(Br)o1	0	1.1	14	0	14	-2	-21	x	-10
COc1ccc(-c2coc3c(CN4CCCCC4)c(O)c(CN4CCCCC4)c(O)c3c2=O)cc1	-3	2.4	18	-1	8	4	-15	7	0
CC(C)=CC(=O)OCC(=O)Nc1ccccc1Cl	-10	0.3	4	1[fluorescence artefact?]	12	0	-18	3	-15
NNc1nc(-c2ccccc2)cc(-c2ccccc2O)n1	-1	-0.7	2	-4	-29	-7	4	-2	-5
O=C1CCC(C(=O)NCc2cccnc2)N1 (stereo unspecified)	-14	-3.2	12	1[fluorescence artefact?]	6	-2	-17	-3	-3
COC(=O)Cc1ccc(NC(=S)NCCCO)cc1	12	2.4	13	4	2	4	7	-2	1
O=S(=O)(c1ccc(Cl)nc1)N(Cc1ccccc1)Cc1ccccc1	-13	-0.3	3	6[fluorescence artefact?]	38	4	-18	8	9
Cc1ccc(NC(=O)COc2ccc(CCO)cc2-n2nc3ccccc3n2)cc1C	2	0.8	6	0	42	-10	-25	6	-6
O=C(N/C(=C/c1ccc(Cl)cc1)C(=O)N1CCCC1)c1ccccc1	6	0.2	6	-9	18	-2	26	x	-12
Cc1ccc2c(NC(=O)C3CC3)cccc2n1	-6	1.1	20	-1	3	1	7	4	2
C=CCn1c(O)c(N=NC(=O)CNC(=O)/C=C/c2ccc(OC)cc2)c2ccccc21	7	0.8	14	-3	-27	7	-2	x	-20
O=C(NCCc1ccccc1)c1ccc(-c2ccccc2C(F)(F)F)o1	12	-0.7	13	7	-21	0	-10	9	-8
Cc1nnc(SCCn2c(N3CCC(C)CC3)nc3c2c(=O)n(C)c(=O)n3C)s1	-22	-3.0	2	x	x	2	-29	7	-8
CC(CCc1ccccc1)NC(=O)COc1ccc(S(=O)(=O)N2CCOCC2)cc1[N+](=O)[O-] (stereo unspecified)	-19	0.1	3	8	-25	1	12	-1	6
NC(N)=NC1=NC(=O)C(Cc2ccccc2Cl)S1 (stereo unspecified)	-4	0.4	17	4	-21	8	12	x	12
CC(C)(C)N(Cc1ccccc1)C(=O)CSc1nc2ccccc2c(=O)[nH]1	4	-1.9	7	-1	43	-2	-1	4	-11

An excerpt from above in order of molecular weight, lowest first.
SMILES	S1P4 antag	S1P4 ag	EP2 antag	eIF4E 4G PPI	EP2 modulator	p97 inhibitor	NPY-Y1 PAM-ag	NPY Y1 blocker	NPY2 pot ag
O=C1CCC(C(=O)NCc2cccnc2)N1 (stereo unspecified)	-14	-3.2	12	1[fluorescence artefact?]	6	-2	-17	-3	-3
CC(C)c1ccc(C(=O)CSc2ncn[nH]2)cc1	-2	0.0	16	0[fluorescence artefact?]	28	-3	-20	1	-2
CC(C)=CC(=O)OCC(=O)Nc1ccccc1Cl	-10	0.3	4	1[fluorescence artefact?]	12	0	-18	3	-15
NNc1nc(-c2ccccc2)cc(-c2ccccc2O)n1	-1	-0.7	2	-4	-29	-7	4	-2	-5
COC(=O)Cc1ccc(NC(=S)NCCCO)cc1	12	2.4	13	4	2	4	7	-2	1
Cc1cccc(NC(=O)CCc2c(C)nc3ncnn3c2C)n1	-12	-0.5	4	-3	9	-1	2	-4	-9
CCN1CCCC1CNC(=O)c1ccc(N2CCCC2=O)cc1 (stereo unspecified)	-2	0.9	14	-3	-17	5	-7	-1	3
O=C(COC(=O)c1ccccc1Cl)NCCC1=CCCCC1	-1	1.0	5	3	-30	-6	-18	4	-22
O=S(=O)(c1ccc(Cl)nc1)N(Cc1ccccc1)Cc1ccccc1	-13	-0.3	3	6[fluorescence artefact?]	38	4	-18	8	9
Cc1ccc(C)c(N2CCN(S(=O)(=O)c3cccc4cccnc34)CC2)c1	-11	-1.5	11	0	-32	-1	-12	3	4
C=CCn1c(O)c(N=NC(=O)CNC(=O)/C=C/c2ccc(OC)cc2)c2ccccc21	7	0.8	14	-3	-27	7	-2	x	-20
Cc1nnc(SCCn2c(N3CCC(C)CC3)nc3c2c(=O)n(C)c(=O)n3C)s1	-22	-3.0	2	x	x	2	-29	7	-8
CCOc1cc2c(cc1OCC)C(C(=O)O)C(c1cc(OC)c(OC)c(OC)c1)N(C)C2=O (stereo unspecified)	-18	3.2	13	-18	26	-1	16	2	-4
CC(CCc1ccccc1)NC(=O)COc1ccc(S(=O)(=O)N2CCOCC2)cc1[N+](=O)[O-] (stereo unspecified)	-19	0.1	3	8	-25	1	12	-1	6

Other structures follow:
SMILES	S1P4 antag	S1P4 ag	EP2 antag	eIF4E 4G PPI	EP2 modulator	p97 inhibitor	NPY-Y1 PAM-ag	NPY Y1 blocker	NPY2 pot ag
CCc1nnc(NC(=O)CC(CN(C)S(=O)(=O)c2ccccc2)c2ccccc2)s1 (stereo unspecified)	7	0.8	16	-1	19	-11	-13	3	-1
COC(=O)CSc1nnc(-c2cccnc2)n1C	12	0.0	4	-2	19	5	7	6	-7
Cc1ccc(NC(=O)CSc2nnc(-c3ccncc3)o2)cc1	6	-0.4	1	-1	20	2	17	2	8
Cc1noc(C)c1S(=O)(=O)N1CCCC(C(=O)N2CCC(C)CC2)C1 (stereo unspecified)	-12	-0.5	15	-4	5	2	13	2	7
O=C1c2ccccc2C(=O)N1n1c(=O)[nH]c2ccccc2c1=O	-4	-0.5	6	8	9	-2	13	2	11
Cc1ccc2oc(Nc3nc(C)c(C)c(C)n3)nc2c1	2	1.0	7	0	-40	1	-16	x	8
CCCCC12CN3CC(C)(CN(C1)C3c1ccc([N+](=O)[O-])o1)C2=O (stereo unspecified)	3	0.5	3	0	16	-11	-1	x	-9
Cc1ccc(NC(=O)c2ccccc2)cc1OC(=O)c1ccccc1	-6	2.7	13	-1	-9	0	8	9	-23
Cc1ccc(N(CC(=O)NC2CCCCCC2)S(=O)(=O)c2c(C)nn(C)c2C)cc1	8	0.7	10	-4	-1	-2	0	-1	-5
CN1N=C2c3ccccc3CCC2C1c1ccc(F)cc1 (stereo unspecified)	-3	-1.6	7	-1	4	-4	6	x	-12
CCN1CCN(P2(=O)C=C(c3ccccc3)OC(c3ccccc3)=C2)CC1	4	-1.1	5	1[fluorescence artefact?]	15	-1	-19	12	-28
Cc1ccc(C2CN=NC23CCc2ccccc2C3=O)cc1 (stereo unspecified)	-5	0.5	3	-6	43	-6	-13	3	-7
CN1CCN(Cc2nc3ccccc3c(=O)n2Cc2nc(-c3ccc([N+](=O)[O-])cc3)cs2)CC1	0	0.9	49*	-2	-22	-3	-14	9	4
OC(COc1ccc2c(c1)OCO2)CN1CCc2ccccc2C1 (stereo unspecified)	0	0.5	10	1[fluorescence artefact?]	-6	1	1	16	-6
COC(=O)c1cc(=O)n(Cc2ccc(F)cc2)c(=Nc2ccccc2)s1	4	-0.2	3	0	45	8	28	x	-10
c1ccc2c(c1)[nH]c1c(N3CCOCC3)ncnc12	0	0.7	13	3	-1	4	-6	10	4
CC(C)(C)c1ccc(S(=O)(=O)NCCc2ccncc2)cc1	-1	-1.3	7	2	0	3	20	-1	15
Cc1ccc(C)c(NC(=S)NNC(=O)c2csc(C)c2)c1	2	-1.1	9	1	-3	3	5	-3	-3
COc1ccc(C(Nc2ccc(S(=O)(=O)NCC3CCCO3)cc2)C(=O)NC(C)(C)C)cc1OC (stereo unspecified)	-8	2.1	2	-2	16	1	8	3	3
Cc1[nH]c2ccccc2c1/C=N/Nc1ccccc1[N+](=O)[O-]	-11	0.4	5	8	0	-4	107*	-29	101*
Cc1ccccc1S(=O)(=O)Nc1cccnc1	4	2.4	8	3[fluorescence artefact?]	1	2	-8	0	-5
CCc1c(C)nc2ncnn2c1NCCc1ccc(OC)cc1	-29	-1.9	1	2	9	0	-11	0	11
Cn1c(=O)[nH]c2cc(Cl)cnc21	-1	2.3	5	-2[fluorescence artefact?]	38	2	5	3	19
CCc1ccccc1NC(=O)N[C@@H](C)C(=O)O	-10	0.6	4	5[fluorescence artefact?]	11	-5	-9	2	-10
CC(C)c1nnc(NC(=O)C2CCN(c3nc4ccccc4s3)CC2)s1	2	2.1	1	0[fluorescence artefact?]	13	0	-10	0	3
Next compounds.
SMILES	S1P4 antag	S1P4 ag	EP2 antag	eIF4E 4G PPI	EP2 modulator	p97 inhibitor	NPY-Y1 PAM-ag	NPY Y1 blocker	NPY2 pot ag
CCC(C)(C)n1nnnc1C(c1ccc2ncccc2c1)N1CCN(Cc2ccc3c(c2)OCO3)CC1 (stereo unspecified)	1	-2.3	10&7	1	4&16	-1	-13	-5	-7
O=C(Nc1ccccc1-c1nc2ccccc2s1)C1=COCCO1	-22	-0.4	5	4[fluorescence artefact?]	74*	1	-8	5	3
Cc1ccn(CCC(=O)N2CCCC(CCC(=O)NCc3ccc(F)c(F)c3)C2)n1 (stereo unspecified)	-19	-0.6	7	-2	-20	6	13	4	5
CCOC(=O)c1c(C)oc2cc(Br)c(OC(C)C(=O)OCC)cc12 (stereo unspecified)	-18	-0.1	5	2	59	4	15	12	12
O=C(/C=C/c1ccc(Cl)cc1)NC(=S)NN1CCCCC1c1cccnc1 (stereo unspecified)	-4	3.7	3	-5	22	0	-34	2	-6
CN1CCN(c2ccccc2NC(=O)c2ccc(-c3cccc([N+](=O)[O-])c3)o2)CC1	-15	-2.2	6	3[fluorescence artefact?]	-10	-3	-17	-1	3
Cc1ccc(C(C)C)c(OCC(=O)NN=C2CCCC2)c1	-14	0.9	8	-4	4	-3	-6	2	-5

Complete entries from above. Screens in order: S1P4 antag | S1P4 ag | EP2 antag | eIF4E 4G PPI | EP2 modulator | p97 inhibitor | NPY-Y1 PAM-ag | NPY Y1 blocker | NPY2 pot ag
COc1ccc(-c2coc3c(CN4CCCCC4)c(O)c(CN4CCCCC4)c(O)c3c2=O)cc1 as listed: -3 | 2.4 | 18 | -1 | 8 | 4 | -15 | 7 | 0
CC(C)CCn1c(SCc2ccc(Cl)cc2)nc2c1c(=O)[nH]c(=O)n2C as listed: -6 | -1.2 | 9 | -17 | 52 | 3 | -13 | 7 | -36
